High-throughput results from PubChem BioAssay.
iPSC survival up: enhancers of single-cell hiPSC survival, primary screen, ATPlite luminescence | survival enhancement, % at 20 µM | AID 602274, 2012 | 0.044% of 360,000 active | 100% = ROCK inhibitor wells, 0% = DMSO; in the data active means survival enhancement above about 18%;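 further: cells exposed to compounds for 16 hours before the ATP read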
Exocytosis inh: LAMP-1 surface exposure blockers, TALL-104 cells – cell-based, flow cytometry, MLPCN library, primary screen; TALL-104 LAMP-1 surface exposure; cells stimulated with thapsigargin and PMA; inhibition, % at 10 µM; 0.66% of 360,000 active; AID 651702, 2012;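 active means inhibition above about 55%, limit read from the data; inconclusive means no clear call, values can overlap the other calls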
ABCB6 inh 2: ABCB6 transporter inhibitors, primary screen, K562-ABCB6 cells, flow cytometry, MLPCN library. K562-ABCB6 porphyrin accumulation, 1 h; stronger effect = lower value. AID 602162, 2011. 0.19% of 360,000 active. fluorescence ratio to DMSO, % at 10 µM;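 active means fluorescence ratio to DMSO below 75%, the collection mean minus 3 SD; inconclusive means too few cells collected in the well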;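 further: signal is porphyrin accumulated inside mitochondria; 100% equals median channel fluorescence of DMSO control wells; lower ratio means ABCB6 inhibition with less porphyrin fluorescence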
aDG glyco act: activators of alpha-DG glycosylation, primary screen, uHTS, Pro5-aDG cells, AlphaScreen; alpha-DG glycosylation AlphaScreen (IIH6); 0% Pro5, 100% B10-LARGE cell signal; activation, % at 10 µM; 0.22% of 360,000 active;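 active means activation of at least 8% versus controls, or a plate z-score of at least 8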;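 further: Pro5 are CHO cells carrying HIG-tagged alpha-DG that lacks glycosylation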
Glyco luc inh: increase of ERlucT glycosylation luciferase signal, primary screen, N-linked glycosylation inhibitor project, D54 ERlucT cells, luminescence, set 2. reporter increase, % at 12.5 µM. D54 ERlucT glycosylation luciferase reporter, 24 h; percent of 100 nM tunicamycin response. AID 588692, 2011. 0.23% of 360,000 active;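 active means mean luciferase reporter signal, scaled so untreated is 0 and the glycosylation-blocking control 100, at or above a set limit in every replicate; inconclusive means mean reaches the limit but not every replicate does; inactive means mean below the limit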;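 further: luciferase carries N-glycosylation sites so blocking glycosylation raises the light; 0% = median of neutral control wells and 100% = median of 100 nM tunicamycin wells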
HTR2A ag: mouse Htr2a agonists via beta-arrestin recruitment, primary screen, cell-based, luminescence. activation, % at 7.6 µM. CHO-K1 mHTR2A beta-arrestin complementation; percent of 30 µM serotonin response. 5-hydroxytryptamine receptor 2A (Mus musculus), P35363. 0.66% of 360,000 active;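 active means activation above a run cutoff, the mean activation of all tested compounds plus 3 SD, cut at about 14% in these data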;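 further: 0% = plate median of compound wells and 100% = 30 µM serotonin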
Target sequence (P35363 whole entry, looked up): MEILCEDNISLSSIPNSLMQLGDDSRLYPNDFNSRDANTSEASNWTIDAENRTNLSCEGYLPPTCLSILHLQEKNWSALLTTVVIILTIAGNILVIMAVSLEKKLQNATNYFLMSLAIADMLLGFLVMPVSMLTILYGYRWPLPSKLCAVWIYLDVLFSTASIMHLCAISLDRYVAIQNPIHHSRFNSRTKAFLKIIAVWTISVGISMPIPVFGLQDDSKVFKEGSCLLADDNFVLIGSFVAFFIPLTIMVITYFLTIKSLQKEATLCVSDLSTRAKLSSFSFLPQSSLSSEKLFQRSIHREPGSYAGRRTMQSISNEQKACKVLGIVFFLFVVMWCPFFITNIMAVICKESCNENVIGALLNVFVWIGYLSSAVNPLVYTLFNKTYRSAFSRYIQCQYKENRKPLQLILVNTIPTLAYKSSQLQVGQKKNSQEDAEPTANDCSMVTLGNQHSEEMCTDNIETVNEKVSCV
Cardio protect: cardioprotection against H2O2-induced cell death, primary screen, uHTS, H9c2 cells, ATPLite luminescence; H9c2 cardiomyocytes, H2O2 injury protection, 2 h; protection from H2O2 cell death, % at 20 µM; 0.63% of 360,000 active; AID 588492, 2011;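 active means compounds giving at least 50% protection of heart cells from peroxide-induced death in the single-dose screen, raw or plate-pattern-corrected value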;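 further: 0% = DMSO wells with peroxide and 100% = DMSO wells without peroxide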
MC4R antagonist: MC4R antagonists of cAMP signaling, primary screen, cell-based, TR-FRET, antagonist arm of biased-ligand search; Melanocortin receptor 4 (Homo sapiens), P32245; MC4R-expressing cells, MTII-stimulated cAMP, LANCE TR-FRET; inhibition, % at 6.5 µM; 0.48% of 360,000 active; AID 540295, 2011;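 active means inhibition above its plate's cutoff, the mean of tested wells on that plate plus 3 SD, cut at about 29% in these data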;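 further: 0% = Melanotan II alone and 100% = Melanotan II plus saturating MCL0020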
Target sequence (P32245 whole entry, looked up): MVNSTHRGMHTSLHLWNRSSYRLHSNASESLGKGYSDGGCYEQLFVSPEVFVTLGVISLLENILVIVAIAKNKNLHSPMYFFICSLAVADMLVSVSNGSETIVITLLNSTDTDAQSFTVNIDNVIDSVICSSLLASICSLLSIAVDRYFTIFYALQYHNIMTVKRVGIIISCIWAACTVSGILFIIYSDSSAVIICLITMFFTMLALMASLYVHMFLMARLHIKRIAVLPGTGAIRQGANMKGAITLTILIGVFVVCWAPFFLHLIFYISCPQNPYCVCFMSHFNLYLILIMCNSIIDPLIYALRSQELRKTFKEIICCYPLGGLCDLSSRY
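System – human MC4R-expressing U2OS cells · Also added – Melanotan II · Dosing – one concentration, 6.5 µM nominal · Timing – 30-min compound, 1-h challenge, 1-h detection, room temperature · Measured by – Eu-cAMP/anti-cAMP TR-FRET, emission 671 nm · Replicates – singlicate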
MC4R ag barr: MC4R agonists recruiting beta-arrestin, primary screen, cell-based, luminescence, agonist arm of biased-ligand search; U2OS MC4R beta-arrestin complementation; percent of melanotan II response, DMSO zero; activation, % at 8.9 µM; 0.98% of 360,000 active; AID 540308, 2011;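 active means activation above a per-plate cutoff, the mean activation of sample wells on that plate plus 3 SD, cut at about 8% in these data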
ABHD5 PLIN5 PPI: ABHD5-PLIN5 interaction inhibitors, primary screen, cell lysate, split luciferase complementation, luminescence; Perilipin-5 (Homo sapiens) + 1-acylglycerol-3-phosphate O-acyltransferase ABHD5 (Homo …; Split G. princeps luciferase complementation, 4 h; inhibition, % at 4 µM; 0.78% of 360,000 active;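 active means inhibition above the mean inhibition across every tested compound plus 3 SD, cut at about 22% in these data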;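 further: 0% = DMSO only wells and the 100% control is not disclosed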
Starred values were filed as active, the others as inactive; ? = inconclusive; nt = not tested or not shown.

SMILES	iPSC survival up	Exocytosis inh	ABCB6 inh 2	aDG glyco act	Glyco luc inh	HTR2A ag	Cardio protect	MC4R antagonist	MC4R ag barr	ABHD5 PLIN5 PPI
CCN=c1sc2ccccc2n1CC(O)COc1ccccc1 (stereo unspecified)	4.3	-6	95	0.1	-4	-7	-5	0	0.8	-7
CCc1cc2c(=O)c(-c3cscn3)coc2cc1O	-1.6	-3	103	-0.2	5	-1	2	-3	1.7	-1
COc1ccccc1N1C(=O)S/C(=C\c2cccs2)C1=O	0.8	-16	99	0.1	2	6	-1	-1	1.8	-10
O=S1(=O)CC(N2CCCC2)CN1Cc1cn(Cc2ccccc2)nn1 (stereo unspecified)	-0.2	-4	100	-0.1	nt	1	nt	nt	nt	-3
CC1CCN(S(=O)(=O)c2ccc3c(ccn3CC(=O)O)c2)CC1	-0.6	4	97	-0.2	1	-3	-4	1	0.0	4
CCOc1ccc(S(=O)(=O)N2CCN(c3ccc(OC)cc3)CC2)c2cccnc12	2.7	-1	94	-0.4	-1	-2	-8	18	-2.2	2
O=C(CNC(=O)c1ccco1)OCc1cccc(Cl)c1	-1.1	-1	100	0.1	1	-2	6	16	1.3	1
CCN(CC)c1ccc(C(=O)NC(=S)N2CCN(Cc3ccc4c(c3)OCO4)CC2)cc1	-2.0	-2	101	-0.4	-1	0	-8	2	-1.7	-5
CCCCC1(C)Cc2ccccc2C(=S)N1 (stereo unspecified)	-0.6	-4	94	0.3	-1	-3	-10	2	-2.8	5
Cc1ccc(Cc2c(C(C)(C)C)nc3cc(C)c(Br)c(C)n23)cc1	-0.1	8	104	-0.2	0	0	-8	nt	nt	-20
C#Cc1ccc(CN2CCC(N3CCC(C(=O)NCc4ccccn4)CC3)CC2)cc1	-0.4	21	99	0.0	1	0	4	14	0.9	4
O=C1NC(c2ccc(Br)cc2)Nc2ccccc21 (stereo unspecified)	0.1	-19	95	0.1	20	0	21	2	-0.7	3
C[C@H]1CN([C@@H](C)CO)C(=O)CCCn2cc(nn2)CO[C@@H]1CN(C)C(=O)OCc1ccccc1	2.3	-9	98	0.0	2	3	6	nt	nt	-1
O=C(CSc1nnc(-c2ccc(NS(=O)(=O)c3ccccc3)cc2)o1)NCC1CCCO1 (stereo unspecified)	-0.4	?	104	0.0	3	1	-4	2	1.6	13
CCOc1ccc(CCNC(=O)Cc2ccc(NC3=NC4CS(=O)(=O)CC4S3)cc2)cc1 (stereo unspecified)	1.3	-3	98	-0.1	0	-1	8	2	0.9	-1
CCOC(=O)c1cnn(-c2nc(SC)nc3sc4c(c23)CCC4)c1N	-2.0	4	104	-0.2	0	-4	6	11	-1.3	-5
CC(=O)c1cc2c(C)c(C(=O)c3ccccc3)oc2cc1O	0.1	-2	105	-0.1	-17	2	-4	7	-2.4	-2
CCCCN1CNC(=S)N(c2ccc(C(=O)OCC)cc2)C1	-2.3	-1	101	-0.1	-1	3	-7	-5	-2.2	2
c1ccc(-c2cnn3nnnc3n2)cc1	-4.2	-1	91	0.1	4	-2	3	2	-1.9	0
COC(=O)c1sc(NC(=S)NC(=O)c2ccccc2Cl)nc1C	-1.5	-3	102	-0.3	0	1	-8	10	-3.4	-4
Cc1ccc(S(=O)(=O)CC(=O)Nc2nccs2)cc1	1.9	1	100	-0.2	0	-6	2	-7	-0.8	-11
COc1ccccc1-c1nnc(SCC(=O)Nc2cc(C)on2)o1	2.5	-3	113	0.2	2	1	2	-7	-2.8	-1
Cc1ccc(S(=O)(=O)Nc2ccc(Br)cc2/C=N/n2cnnc2)cc1	3.8	8	100	0.0	3	3	-2	3	-0.5	1
NC(=O)COc1cccc(/C=N/NC(=O)c2ccc(-n3cccc3)cc2)c1	-0.2	0	102	-0.1	3	-4	5	11	1.9	-2
Fc1cccc(CN2CCN(c3ncccn3)CC2)c1	-0.1	3	93	-0.1	-1	41*	5	11	0.9	2
C=CCn1c(=O)c2c(nc3n2CCCN3CCc2ccccc2)n(C)c1=O	0.0	-14	84	0.0	4	2	5	-2	-1.3	-4
CCC(C)(C)n1nnnc1C(c1ccc(OC)cc1)N1CCN(C(=O)c2ccco2)CC1 (stereo unspecified)	-0.4	1	99	0.0	1	1	4	4	0.4	7
CC1(C)Cc2cccc(OCC(=O)Nc3ccccc3N3CCOCC3)c2O1	3.3	10	89	-0.1	-4	3	31	-3	-1.4	4
CCc1nc2c(OCc3ccc(F)c(F)c3)cccn2c1N(C)C(=O)c1ccncc1	6.9	-3	97	0.2	1	0	-2	13	0.0	-1
CCc1nc2c(OCc3cc(Cl)cc(Cl)c3)cccn2c1N(C)C(=O)CC(C)C	-1.2	-3	98	0.7	4	-1	-2	8	0.4	3
CC(=O)Nc1ccc(SC(Sc2ccc(NC(C)=O)cc2)c2ccccc2)cc1	0.4	2	96	0.2	0	3	-4	-2	-1.3	0
Cc1ccc(S(=O)(=O)N2CCC(C(=O)OC(C)C(=O)NCc3ccccc3)CC2)cc1C (stereo unspecified)	-0.4	5	89	0.1	-1	-9	-2	-2	0.1	-3
COc1cc(CNc2ncn[nH]2)ccc1OCC(=O)NC(C)(C)C	-0.6	10	98	0.0	2	-2	1	22	-0.5	2
Cc1ccc(C(=O)NCc2nnc(SCC(=O)Nc3sc4c(c3C#N)CCCC4)n2C)cc1	4.3	0	86	0.1	3	-4	8	3	0.2	12
COc1ccc(CNC(=O)CSc2nnnn2-c2ccc(O)cc2)cc1	5.5	-2	94	-0.3	0	-4	-4	0	0.2	7
Cc1ccccc1NC(=O)CSc1nc(N)c(C#N)c(-c2cccs2)c1C#N	-0.4	-2	101	0.3	-2	7	-15	-4	1.2	-7
O=c1c2cn[nH]c2nc(SCc2c(F)cccc2F)n1-c1ccc(Cl)cc1	-0.8	-10	102	-0.2	-2	1	-4	3	0.7	-8
COc1ccc(CNC(=O)C(C)Cc2ccccc2)cc1O (stereo unspecified)	0.5	0	96	-0.1	0	-1	2	1	-2.0	-3
CC(NC(=O)c1nn(C)c(=O)c2ccccc12)c1ccc(F)cc1 (stereo unspecified)	9.8	-3	82	-0.1	0	15*	7	4	0.1	-11
CC(C)(C)c1ccc(C(=O)NCCC(=O)NCc2ccc(F)cc2)cc1	0.0	-5	99	-0.2	2	-3	1	-1	-0.1	-1
Cc1ccc(CNC(=O)C2CCN(S(=O)(=O)c3cccs3)CC2)cc1	0.1	10	165	-0.1	-2	-1	-1	0	-2.2	8
COc1ccc(N2C(=O)CS(=O)C(c3ccccc3)C2=O)cc1 (stereo unspecified)	-2.1	5	105	0.1	2	2	-1	25	-3.0	3
COC(=O)C1=C(C)N(CCCC(=O)O)C(=O)NC1c1ccc(Br)cc1 (stereo unspecified)	-1.5	4	91	0.0	1	-4	16	0	-1.4	0
O=C(/C(=C(\[O-])c1ccccc1)[n+]1ccc2ccccc2c1)c1ccc([N+](=O)[O-])cc1	1.2	-1	100	-0.3	2	4	3	-3	0.1	-8
COc1ccc(N(Cc2ccccc2)N=O)cc1	0.4	8	98	-0.1	1	0	-3	-3	1.6	-6
O=C(COc1ccc(Cl)cc1Cl)NCCCCc1ccccc1	-4.0	2	106	0.0	1	-5	-7	0	-2.3	-11
CN(CC(=O)Nc1ccc(F)cc1)C(=O)COC(=O)COc1ccc(C#N)cc1	0.5	-4	68*	-0.2	3	-4	4	1	-3.0	3
C=CCSc1nnc(-c2cc3c(C(F)(F)F)nn(C)c3s2)n1C	-1.1	0	100	0.1	4	-4	0	1	-0.6	2
O=C(C[n+]1ccc(C(=O)c2ccccc2)cc1)Nc1ccccc1OC(F)F	2.2	1	101	0.3	1	1	-3	7	-1.6	-10
CCCNC(=O)Nc1cc(S(=O)(=O)CC)ccc1O	0.1	-7	95	-0.1	2	2	-3	1	0.1	4
CCCCC(NC(=O)Cc1c(C)c2cc3c4c(oc3cc2oc1=O)CCCC4)C(=O)O (stereo unspecified)	0.4	2	95	0.0	1	3	0	-8	0.9	-2
COc1cccc(C(=O)NCC(=O)OCC(=O)NC2CCCCC2)c1	-2.3	-8	100	1.0	-1	3	2	7	-0.5	2
Cn1cc(C(c2ccccc2OCC(=O)O)c2cn(C)c3ccccc23)c2ccccc21	-0.7	-8	103	0.7	2	-1	-7	1	-0.6	2
CC(C)OC(=O)C1C(=O)CC(C)(O)C(C(=O)OC(C)C)C1c1ccc([N+](=O)[O-])cc1 (stereo unspecified)	-0.6	5	97	0.5	-1	-4	15	15	-2.2	-3
CC(NC(=O)Nc1ccc(Cl)cc1)c1ccccc1 (stereo unspecified)	2.9	-1	102	0.1	-6	0	-5	1	-1.5	-3
Cc1cc(NC(=O)c2cc(Cl)ccc2Cl)no1	-0.1	-2	97	-0.1	0	-1	-1	20	-2.7	3
Cc1cccc(C(=O)Nc2nccs2)c1[N+](=O)[O-]	-0.1	-3	99	-0.2	1	4	0	-1	-2.4	-3
CCOC(=O)C1CCN(C(=O)CSc2ccccc2Cl)CC1	-1.4	-4	101	-0.1	1	0	-4	-4	-0.3	3
CC(C)Oc1ccc(S(=O)(=O)N2CCOCC2)cc1NC(=O)c1ccc(N2CCCC2=O)cc1	-0.4	3	98	-0.5	1	-2	6	10	-2.8	2
Cc1cc(C)cc(NC(=S)N2CCN(C(=O)c3ccco3)CC2)c1	-0.3	5	94	0.0	2	14	15	5	1.5	3
O=C(O)c1ccc(CSc2nnc(-c3cccnc3)n2-c2ccc(Br)cc2)cc1	-0.3	0	105	-0.4	2	3	2	6	0.1	-3
CNc1c(NS(=O)(=O)c2ccc(F)cc2)c(=O)oc2ccccc12	-0.1	-2	98	0.0	2	-7	6	16	1.4	-6

Reformatted: three of the compounds above
Screens in order: iPSC survival up	Exocytosis inh	ABCB6 inh 2	aDG glyco act	Glyco luc inh	HTR2A ag	Cardio protect	MC4R antagonist	MC4R ag barr	ABHD5 PLIN5 PPI
Cc1ccc(CNC(=O)C2CCN(S(=O)(=O)c3cccs3)CC2)cc1
 : 0.1	10	165	-0.1	-2	-1	-1	0	-2.2	8
COc1ccc(N2C(=O)CS(=O)C(c3ccccc3)C2=O)cc1 (stereo unspecified)
 : -2.1	5	105	0.1	2	2	-1	25	-3.0	3
COC(=O)C1=C(C)N(CCCC(=O)O)C(=O)NC1c1ccc(Br)cc1 (stereo unspecified)
 : -1.5	4	91	0.0	1	-4	16	0	-1.4	0
